TDP1 cell CPT = growth inhibition of DT40 Tdp1-/-;hTDP1 cells with camptothecin (screen for TDP1 inhibitors). chicken DT40 Tdp1-/-;hTDP1 cells + 20 nM CPT, ATP luminescence, 48 h. Potency, µM (titrated, usually from 46.2 µM), without a hit: at the top dose activity change, negative = growth inhibition, usual class: inhibitors. 420,000 compounds, 12% hits. AID 686979; further: nearly all actives have a fitted effect of over 55% in size
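Chicken DT40 Tdp1-/- cells complemented with human TDP1, 400 cells/well, exposed to compounds plus 20 nM camptothecin for at least 48 h at 37 C; viability read as ATP content by CellTiter-Glo luminescence.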
TDP1 cell noCPT = qHTS for Inhibitors of human tyrosyl-DNA phosphodiesterase 1 (TDP1): qHTS in cells in absence of CPT; Potency, µM (series often up to 46.2 µM), for inactives: at the top dose activity change, negative = growth inhibition, most hits filed as inhibitors; AID 686978, 2013; 420,000 compounds, 15% hits; DT40 Tdp1-/- hTDP1 cells, no CPT, ATP luminescence, 48 h; further: nearly all actives have a fitted effect of over 55% in size
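A cellular qHTS used chicken DT40 cells lacking endogenous Tdp1 but carrying stably transfected human TDP1. Compounds were applied without camptothecin, and cell growth kinetics were judged by ATP-dependent luminescence after ≥48 hr.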
GCN5L2 inh = inhibitors of human GCN5L2 histone acetyltransferase; Q92830; GCN5L2 HAT assay, ThioGlo1 CoA-SH fluorescence; Potency, µM (top dose mostly 58.9 µM), inactives show at the top dose activity change, negative = inhibition, most hits filed as inhibitors; 390,000 compounds, 0.21% hits
Target sequence (Q92830 whole entry, looked up): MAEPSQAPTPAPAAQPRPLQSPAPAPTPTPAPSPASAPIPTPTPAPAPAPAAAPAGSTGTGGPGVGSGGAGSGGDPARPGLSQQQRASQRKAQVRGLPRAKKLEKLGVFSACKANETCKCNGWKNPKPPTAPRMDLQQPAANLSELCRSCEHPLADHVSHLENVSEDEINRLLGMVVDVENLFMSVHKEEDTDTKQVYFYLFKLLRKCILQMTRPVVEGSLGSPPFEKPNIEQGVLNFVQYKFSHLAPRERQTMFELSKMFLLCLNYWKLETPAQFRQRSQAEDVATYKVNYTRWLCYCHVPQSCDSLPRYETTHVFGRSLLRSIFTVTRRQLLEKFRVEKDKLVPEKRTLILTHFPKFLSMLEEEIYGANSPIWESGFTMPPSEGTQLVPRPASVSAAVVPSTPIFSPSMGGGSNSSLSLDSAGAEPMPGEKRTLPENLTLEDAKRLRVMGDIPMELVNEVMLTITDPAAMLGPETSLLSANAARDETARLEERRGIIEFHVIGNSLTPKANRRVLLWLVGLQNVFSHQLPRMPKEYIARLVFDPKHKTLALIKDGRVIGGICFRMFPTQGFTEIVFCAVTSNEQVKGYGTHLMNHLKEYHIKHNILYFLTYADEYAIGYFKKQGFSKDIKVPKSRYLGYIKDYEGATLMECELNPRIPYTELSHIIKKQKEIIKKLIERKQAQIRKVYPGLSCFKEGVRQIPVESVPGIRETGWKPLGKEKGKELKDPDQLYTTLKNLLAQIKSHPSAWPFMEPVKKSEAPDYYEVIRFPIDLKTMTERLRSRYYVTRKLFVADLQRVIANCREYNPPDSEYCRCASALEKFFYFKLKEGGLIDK
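Titration-based screen in which CoA formation is detected via maleimide probe ThioGlo1 (50uM) turning fluorescent on thiol reaction; substrates H3(1-25) 75uM and acetyl-CoA 70uM, GCN5L2 20nM, 20 min incubation at room temperature.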
* marks the source's active call; other numbers are inactive results; u = inconclusive; x = no result given; & = joins results of further samples. The call rests on the fitted dose curve; in most records, active means well fitted curve in the direction sought with a large enough effect; inconclusive means small, poorly fitted or top-dose-only effect, or another doubt; inactive means no such curve, though single readings can be large; an effect the other way counts as inactive or inconclusive. On the % scale 0 is the no-effect control and ±100 the full control effect; potency means the concentration at half of the fitted maximal effect.

SMILES	TDP1 cell CPT	TDP1 cell noCPT	GCN5L2 inh
COc1ccccc1NC(=O)c1nn(-c2ccc(OC(F)(F)F)cc2)ccc1=O	-8.9%	u	-4.0%
Cn1cccc1/C=N/NC(=O)Cc1ccccc1	-4.8%	-10.2%	u
O=C(Nc1cc([N+](=O)[O-])ccc1N1CCCC1)c1ccccc1	4.8%	1.5%	1.1%
CCc1noc(C)c1C(=O)Nc1cc(S(=O)(=O)N(CC)CC)ccc1N1CCCC1	-0.7%	-11.1%	-5.8%
Cc1ccc2c(c1)N(C(=O)CCC(=O)NCc1cccc(Br)c1)CC(C)O2 (centres undefined)	u	u	-1.1%
COc1ccccc1Cn1c(CCCO)nc2ccccc21	u	-21.7%	-10.8%
O=C(COc1ccccc1C(=O)c1cnn(-c2ccccc2)c1)Nc1ccccc1	u	14.6µM*	-10.1%
C=C(c1ccc(O)cc1)c1ccc(O)cc1	-6.3%	u	-5.9%
CN(C)S(=O)(=O)c1ccc(Cl)c(NC(=O)CN2CCN(c3ccccn3)CC2)c1	u	23.1µM*	-6.2%
C=C1SC(Nc2c(C)cc(C)cc2C)=NC12CCCCC2	u	18.4µM*	-27.7%
COCCOC1CCN(C(=O)c2cc(COc3ccc(-n4cncn4)cc3)on2)CC1	-15.0%	-25.0%	-21.8%
COc1cc(C2C(C#N)=C(N)Oc3n[nH]c(C)c32)ccc1OC(=O)c1ccccc1 (centres undefined)	-16.8%	-14.8%	-7.7%
O=C(CN1C(=O)NC2(CCCCCC2)C1=O)Nc1ccc(S(=O)(=O)N2CCOCC2)cc1	-24.8%	-5.7%	-1.3%
COc1cc2c(cc1OC)CN(S(=O)(=O)/C=C/c1ccccc1)CC2	11.0%	-23.1%	-4.7%
COC(=O)c1c(SCC(=O)Nc2ccccc2OC)[nH]c2ccccc2c1=O	23.1µM*	u	-9.2%

Among those listed so far, these contain a halogen.
SMILES	TDP1 cell CPT	TDP1 cell noCPT	GCN5L2 inh
COc1ccccc1NC(=O)c1nn(-c2ccc(OC(F)(F)F)cc2)ccc1=O	-8.9%	u	-4.0%
Cc1ccc2c(c1)N(C(=O)CCC(=O)NCc1cccc(Br)c1)CC(C)O2 (centres undefined)	u	u	-1.1%
CN(C)S(=O)(=O)c1ccc(Cl)c(NC(=O)CN2CCN(c3ccccn3)CC2)c1	u	23.1µM*	-6.2%

Back to the main list, starting four compounds before the break.
SMILES	TDP1 cell CPT	TDP1 cell noCPT	GCN5L2 inh
COc1cc(C2C(C#N)=C(N)Oc3n[nH]c(C)c32)ccc1OC(=O)c1ccccc1 (centres undefined)	-16.8%	-14.8%	-7.7%
O=C(CN1C(=O)NC2(CCCCCC2)C1=O)Nc1ccc(S(=O)(=O)N2CCOCC2)cc1	-24.8%	-5.7%	-1.3%
COc1cc2c(cc1OC)CN(S(=O)(=O)/C=C/c1ccccc1)CC2	11.0%	-23.1%	-4.7%
COC(=O)c1c(SCC(=O)Nc2ccccc2OC)[nH]c2ccccc2c1=O	23.1µM*	u	-9.2%
O=C(NC12CC3CC(CC(C3)C1)C2)N1CCN(C2CCCCC2)CC1	-21.5%	-25.4%	-2.6%
COc1ccc(C(=O)COC(=O)CCN2C(=O)[C@@H]3[C@H](C2=O)[C@@H]2C[C@H]3C(Br)C2Br)cc1 (some centres undefined)	-6.8%	-15.8%	3.4%
Cc1ccccc1NC(=O)CSC(N)=O	-26.2%	u	-8.2%
CCCNC(=O)C1(S(=O)(=O)c2ccccc2)CC=CC1	-8.7%	-9.8%	0.5%
COc1ccc(/C=C/c2nc3ccccc3c(=O)n2-c2cccc(C(=O)O)c2)cc1	-12.7%	-10.6%	-1.6%
COCCN1C(=O)N[C@@H](c2ccco2)C(C(=O)OC)=C1C	3.4%	2.5%	x
C/C(=N\N=c1/sc2ccccc2n1C)c1ccc(N2CCOCC2)cc1	0.6%	-0.3%	-10.7%
c1ccc2c(c1)OC1OC2Oc2ccccc21	-22.8%	-15.1%	x
O=C(NC1CCCCC1)c1ccc(CS(=O)(=O)c2ccc(Cl)cc2)o1	-29.0%	u	-15.1%
O=C1CC(N2CCN(c3ccc(S(=O)(=O)N4CCOCC4)cc3)CC2)C(=O)N1Cc1ccccc1 (centres undefined)	-27.8%	u	-0.8%
Cc1ccc(NC(=S)Nc2ccccn2)cc1C	23.1µM*	16.4µM*	-12.2%
O=c1cc(N2CCc3ccccc3C2)[nH]c(=O)n1-c1ccc(Cl)cc1	-5.9%	-14.6%	-2.3%
COC(=O)c1c(C)[nH]c(C(=O)C(C)OC(=O)c2cnc(C)cn2)c1C (centres undefined)	-18.5%	2.8%	0.2%
COc1ccc(C)cc1NC(=O)C1CCN(S(=O)(=O)c2c(C)noc2C)CC1	3.8%	7.6%	-3.0%
CN(CC(=O)Nc1ccccc1Br)C(=O)c1cc(Cl)nc2ccccc12	-22.7%	-3.4%	-2.4%
COC(=O)C1=C(C)N(CCCCCC(=O)O)C(=O)NC1c1ccccc1 (centres undefined)	4.7%	-2.5%	x
CCNc1ncc2ncc(=O)n(Cc3cccs3)c2n1	u	u	-11.5%
CN(C)c1ccc(C=c2c3cc([N+](=O)[O-])ccc3n3c2cc(-c2ccccc2)[n+]3C)cc1	2.91µM*	2.59µM*	x
COc1ccc(N2CCN(S(=O)(=O)CCNC(=O)COc3ccccc3F)CC2)cc1	2.1%	-26.1%	-17.6%
CC(C)Cn1c(N)c(C(=O)CSc2nnnn2-c2ccc(Cl)cc2)c(=O)n(C)c1=O	4.2%	-9.9%	x
NC(=NCCc1c[nH]c2ccccc12)NS(=O)(=O)c1cc(F)ccc1F	u	u	-4.4%
CCc1ccccc1N1CSC2=C(C#N)C(c3cc(OC)c(OC)cc3OC)CC(=O)N2C1 (centres undefined)	u	u	u
Cc1ccc(OCC(=O)N(Cc2ccc(C)o2)C2CCS(=O)(=O)C2)cc1 (centres undefined)	-15.5%	1.9%	0.9%
CCC(C)(C)NC(=O)C(c1ccccc1Cl)N(C(=O)CCC(=O)Nc1cc(C)on1)C1CC1 (centres undefined)	6.5%	-27.1%	-0.1%
CCOC(=O)C1=C2SCC(=O)N2C(N)=C(C#N)C1	-7.6%	-22.2%	-1.5%
O=C(Cc1ccc(F)cc1)OCn1nnc2ccccc2c1=O	u	u	-15.5%
COc1cc(CC(=O)OC2CCOC2=O)cc(OC)c1OC (centres undefined)	-17.2%	-9.5%	-1.7%
COc1cccc(/C=N/n2c(N)c(S(=O)(=O)c3cccs3)c3nc4ccccc4nc32)c1OC	7.31µM*	5.8µM*	0.1%
COc1ccccc1NC(=O)c1cccc(NC(=O)c2ccco2)c1	-23.4%	u	-0.5%
CC1CCc2nc(NC(=O)c3ccco3)sc2C1 (centres undefined)	u	u	-3.7%

Two entries drawn at random from the list so far, as already listed:
SMILES	TDP1 cell CPT	TDP1 cell noCPT	GCN5L2 inh
CC1CCc2nc(NC(=O)c3ccco3)sc2C1 (centres undefined)	u	u	-3.7%
CN(C)c1ccc(C=c2c3cc([N+](=O)[O-])ccc3n3c2cc(-c2ccccc2)[n+]3C)cc1	2.91µM*	2.59µM*	x

The listing picks up with the 2 entries that preceded the break.
SMILES	TDP1 cell CPT	TDP1 cell noCPT	GCN5L2 inh
COc1ccccc1NC(=O)c1cccc(NC(=O)c2ccco2)c1	-23.4%	u	-0.5%
CC1CCc2nc(NC(=O)c3ccco3)sc2C1 (centres undefined)	u	u	-3.7%
C[C@@H]1CN([C@H](C)CO)C(=O)c2c(c3ccccc3n2C)-c2ccccc2CO[C@@H]1CN(C)S(=O)(=O)c1cccs1	u	20.6µM*	x
Cc1cc(C)cc(-n2ccnc2SCC(=O)Nc2nccs2)c1	u	u	-0.1%
CC(NC(=O)C12CC3(C)CC(C)(CC(C)(C3)C1)C2)C(=O)O (centres undefined)	4.8%	-3.3%	5.8%
O=C(c1ccccc1)N1CCN(C(=O)c2ccc3c(c2)OCCO3)CC1	-10.6%	-8.5%	-2.1%
O=S(=O)(Cc1noc(-c2ccc(OC(F)(F)F)cc2)n1)c1ccc(F)cc1	u	u	-4.6%
CCOC(=O)c1[nH]c(C)c(C(=O)Nc2ccc(C)cc2C)c1C	2.31µM*	1.3µM*	-0.2%
CCc1nc2ccc(C(=O)NCCN3CCNC3=O)cn2c1N(C)Cc1ccc(OC)cc1	u	u	x
CCOC(=O)c1c(C)[nH]c(C(=O)OCC(=O)N(C)c2c(N)n(Cc3ccccc3)c(=O)[nH]c2=O)c1C	-5.8%	13.9%	-2.2%
O=c1[nH]nc2c3ccccc3occ1-2	0.4%	2.8%	x
CC/C=C/C(=O)N1CC2(CC(c3cccc(NC(=O)CC)c3)=NO2)C[C@H]1C(N)=O (some centres undefined)	-8.9%	-14.1%	-10.5%
CCC1=C(OC(=O)N(CC)CC)N2C(=O)OC(=NCCc3c[nH]c4ccccc34)[C@]2(Cc2ccccc2)[C@H]2C1=CC[C@H]1C(=O)N(c3ccccc3)C(=O)[C@H]12	u	u	27.2%
CCOc1ccc(C(=O)N2CCCC2)cc1OC	-3.4%	1.7%	-19.1%
CCOc1cc(C2CC(=O)N3CN(C4CCCCC4)CSC3=C2C#N)ccc1O (centres undefined)	-5.0%&-19.6%	-26.5%&-0.9%	-11.7%
O=C(Nc1cccc(C(F)(F)F)c1)c1ccc(F)c(S(=O)(=O)N2CCc3ccccc3C2)c1	14.6µM*	13µM*	7.1%
COc1ccc(CNC(=O)CCCNS(=O)(=O)c2cccc3nonc23)cc1	5.7%	-0.6%	2.5%
CCOC(=O)Cc1csc(NS(=O)(=O)c2ccc3c4c(cccc24)C(=O)N3CC)n1	-2.5%	-12.8%	-7.2%
CC1(C)CC(NC(=O)c2c(N)no[n+]2[O-])CC(C)(C)N1	8.9%	6.9%	1.5%
O=C(N1CCN(c2ccccc2F)CC1)C1(S(=O)(=O)c2ccc(Cl)cc2)CC1	-4.9%	u	-5.5%
Nc1nnnn1/N=C/C(Br)=C/c1ccccc1	0.461µM*	0.581µM*	-6.9%
Cc1noc(C)c1C(=O)OCC(=O)NC1CC1	8.4%	-21.9%	1.5%
CCS(=O)(=O)N1CCC(c2nc(-c3ccc(C)cc3)no2)CC1	29.1µM*	14.6µM*	-2.0%
Cc1ccc(-c2cc(C(=O)NCCN3CCOCC3)no2)cc1	-13.4%	-8.9%	-21.3%
O=C(Cc1ccccc1)NCC(=O)N1CCN(c2ccccc2F)CC1	2.0%	3.3%	1.0%
Cn1c(=O)c2c(ncn2CC(=O)OCC(=O)NNC(=O)c2ccc(Cl)cc2)n(C)c1=O	-6.0%	2.9%	4.7%
COCCn1c(=O)[nH]c2cc(C(=O)N3CCN(c4ccc(OC)cc4)CC3)ccc2c1=O	-31.2%	u	-23.3%
Cc1cc(C(F)F)n2ncc(C(=O)NCCc3ccccc3Cl)c2n1	u	-25.1%	-3.9%
COc1ccc(OC)c(S(=O)(=O)Nc2cc3c4c(c2)CC(=O)N4CCC3)c1	u	14.6µM*	-8.4%
Cc1ccc(-c2cc(NC(=O)COc3ccc(Cl)cc3C)on2)cc1	-11.9%	-22.5%	1.0%
c1ccc(C(c2ccccc2)c2nc(-c3cccnc3)no2)cc1	u	u	-3.0%
COc1cnc(-c2ccccc2)nc1Oc1ccccc1C	u	u	u
COc1ccc(S(=O)(=O)Nc2cccc3ccc(O)cc23)cc1	6.51µM*	7.31µM*	x
